# Source: PubChem BioAssay (several laboratories)
# PfHsp40 rescue – restores yeast growth despite PfHsp40 toxicity; S. cerevisiae expressing PfHsp40, growth rescue, ATP luminescence; growth rescue, % at 12.5 µM; actives 0.68% (n = 340,000); AID 504582; in the data active = growth rescue above about 28%, passing the limit was not always enough; inconclusive = no clear call, values can overlap the other calls;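 note: yeast W303a lacking pdr1 and pdr3 grown in galactose medium; growth measured after three days at 30 °C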
# Y pestis TopoI – blocks Yersinia pestis topoisomerase I activity; Y. pestis Topo-I cleavage product accumulation, plate reader; AID 504884; actives 0.064% (n = 360,000); activity, % at 10 µM; in the data active = activity above about 50%, passing the limit was not always enough; inconclusive = no clear call, values can overlap the other calls; note: inactives centre near 2
# PrPC surface inh – cell surface PrPC inhibition, primary TR-FRET screen; P04156; TR-FRET read-out; inhibition, % at 13.8 µM; actives 0.43% (n = 370,000); AID 720596; in the data active = inhibition above about 24%; note: 0% = median of the test wells and 100% = reference compound wells
# BoNT-A LC inh2 – blocks Botulinum neurotoxin A light chain protease | actives 0.17% (n = 360,000) | multiplex microsphere protease substrate cleavage, flow cytometry | inhibition, % at 10 µM | AID 588499; note: plate controls were buffer without enzyme for full effect and enzyme alone for no effect
# Anthrax LF inh2 – blocks Bacillus anthracis lethal factor protease; inhibition, % at 10 µM; multiplex microsphere protease cleavage assay, LF; actives 0.12% (n = 360,000); P15917; note: plate controls were buffer without enzyme for full effect and enzyme alone for no effect
# CCHF vOTU inh – CCHFV vOTU protease inhibition; Pep-AMC fluorescence; inhibition, % at 11.5 µM; actives 0.55% (n = 370,000); in the data active = inhibition above about 30%; note: 0% = vehicle wells with enzyme and 100% = no enzyme wells
# TcdB inh – inhibitors of Clostridioides difficile toxin B glycohydrolase | P18177 | TcdB glycohydrolase enzymatic assay, plate reader | inhibition, % at 9.99 µM | actives 0.24% (n = 350,000); in the data active = inhibition above about 10%
# Target sequence (P18177 whole entry, looked up): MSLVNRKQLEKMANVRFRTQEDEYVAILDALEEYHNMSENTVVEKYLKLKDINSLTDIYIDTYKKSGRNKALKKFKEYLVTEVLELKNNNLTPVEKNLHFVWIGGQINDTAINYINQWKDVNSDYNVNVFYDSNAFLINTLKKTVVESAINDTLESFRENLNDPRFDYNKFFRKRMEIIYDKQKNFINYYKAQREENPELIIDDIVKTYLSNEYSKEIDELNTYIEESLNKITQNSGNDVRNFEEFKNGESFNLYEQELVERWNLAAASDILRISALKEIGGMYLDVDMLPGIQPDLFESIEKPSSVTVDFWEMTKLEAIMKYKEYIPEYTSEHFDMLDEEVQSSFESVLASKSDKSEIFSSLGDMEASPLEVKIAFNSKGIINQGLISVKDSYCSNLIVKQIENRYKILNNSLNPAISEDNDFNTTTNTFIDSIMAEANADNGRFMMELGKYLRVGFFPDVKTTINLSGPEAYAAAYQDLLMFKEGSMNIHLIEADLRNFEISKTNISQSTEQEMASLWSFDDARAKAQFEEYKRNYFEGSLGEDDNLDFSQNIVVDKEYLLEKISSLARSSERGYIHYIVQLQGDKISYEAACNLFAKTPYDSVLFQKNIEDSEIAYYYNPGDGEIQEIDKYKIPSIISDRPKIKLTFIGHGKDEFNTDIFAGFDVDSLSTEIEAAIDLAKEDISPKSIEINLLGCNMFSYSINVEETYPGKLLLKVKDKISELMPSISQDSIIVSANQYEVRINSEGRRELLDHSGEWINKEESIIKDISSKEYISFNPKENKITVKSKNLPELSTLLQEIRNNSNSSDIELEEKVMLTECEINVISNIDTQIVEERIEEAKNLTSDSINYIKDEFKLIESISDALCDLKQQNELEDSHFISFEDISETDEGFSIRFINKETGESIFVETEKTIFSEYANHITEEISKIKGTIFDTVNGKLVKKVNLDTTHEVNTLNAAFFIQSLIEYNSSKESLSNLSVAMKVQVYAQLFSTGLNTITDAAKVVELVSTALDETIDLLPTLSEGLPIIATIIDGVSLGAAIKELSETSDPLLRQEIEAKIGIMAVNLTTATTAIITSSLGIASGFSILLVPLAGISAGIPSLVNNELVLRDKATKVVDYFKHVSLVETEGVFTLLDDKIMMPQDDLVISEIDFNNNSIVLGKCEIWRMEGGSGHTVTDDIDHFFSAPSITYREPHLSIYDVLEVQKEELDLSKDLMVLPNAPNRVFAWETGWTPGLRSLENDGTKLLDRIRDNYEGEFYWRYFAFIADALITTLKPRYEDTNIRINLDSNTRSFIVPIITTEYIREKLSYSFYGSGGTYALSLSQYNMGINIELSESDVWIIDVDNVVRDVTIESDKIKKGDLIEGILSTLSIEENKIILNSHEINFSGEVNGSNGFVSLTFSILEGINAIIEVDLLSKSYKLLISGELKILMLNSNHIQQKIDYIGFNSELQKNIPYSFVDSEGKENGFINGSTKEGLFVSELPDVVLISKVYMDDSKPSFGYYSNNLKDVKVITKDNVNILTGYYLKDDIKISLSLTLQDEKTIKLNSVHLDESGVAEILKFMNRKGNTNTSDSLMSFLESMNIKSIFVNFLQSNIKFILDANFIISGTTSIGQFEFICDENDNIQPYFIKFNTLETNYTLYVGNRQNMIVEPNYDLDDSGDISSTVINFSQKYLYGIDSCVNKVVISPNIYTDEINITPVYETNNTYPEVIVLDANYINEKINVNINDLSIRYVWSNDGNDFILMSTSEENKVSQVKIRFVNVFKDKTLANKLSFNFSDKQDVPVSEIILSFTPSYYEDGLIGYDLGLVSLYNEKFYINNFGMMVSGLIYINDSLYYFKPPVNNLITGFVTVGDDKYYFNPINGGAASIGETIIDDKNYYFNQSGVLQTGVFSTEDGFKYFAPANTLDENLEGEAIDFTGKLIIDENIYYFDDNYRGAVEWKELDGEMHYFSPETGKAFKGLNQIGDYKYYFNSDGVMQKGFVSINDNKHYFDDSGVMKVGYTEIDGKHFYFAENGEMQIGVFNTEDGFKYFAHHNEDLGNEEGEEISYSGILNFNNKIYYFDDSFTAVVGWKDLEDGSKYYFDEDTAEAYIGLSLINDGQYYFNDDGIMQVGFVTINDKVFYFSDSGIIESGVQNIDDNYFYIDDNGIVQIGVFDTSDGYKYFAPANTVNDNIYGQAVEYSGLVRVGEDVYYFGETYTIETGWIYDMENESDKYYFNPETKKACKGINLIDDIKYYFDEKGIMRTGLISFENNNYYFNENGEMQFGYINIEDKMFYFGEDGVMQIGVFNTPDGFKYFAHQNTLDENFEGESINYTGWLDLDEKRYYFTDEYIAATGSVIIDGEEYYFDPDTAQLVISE
# FadD28 binding – inhibitors of Mycobacterium tuberculosis FadD28 bisubstrate binding | FadD28 bisubstrate probe binding, fluorescence polarization | inhibition, % at 12.5 µM | actives 0.22% (n = 360,000); in the data active = inhibition above about 8.5%, passing the limit was not always enough; inconclusive = no clear call, values can overlap the other calls
# BoNT F protease – BoNT F light chain protease inhibition; inhibition, % at 10 µM; Multiplex microsphere protease cleavage assay, flow cytometry; actives 0.22% (n = 360,000); in the data active = inhibition above about 35%, passing the limit was not always enough; inconclusive = no clear call, values can overlap the other calls; note: plate controls were buffer without enzyme for full effect and enzyme alone for no effect
# * hit, by the source's call; ? = inconclusive; / = not tested or not shown. Cut-off read from the data, not from the text of the source, unless noted: active = inhibition above about 30%; inconclusive = no clear call, values can overlap the other calls; inactive = below that.
# Start of the data: the first 2 entries (preview)
no.	Molecule	PfHsp40 rescue	Y pestis TopoI	PrPC surface inh	BoNT-A LC inh2	Anthrax LF inh2	CCHF vOTU inh	TcdB inh	FadD28 binding	BoNT F protease
1	Cn1c(=O)c2c(nc(N3CCOCC3)n2C/C=C/c2ccccc2)n(C)c1=O	/	14	8	-0.1	5	-7	0.4	-3.5	3
2	C/C(=N\NC(=O)CNc1ccccc1)c1ccccc1	-0.8	-3	-2	-0.4	0	-10	-0.2	0.6	-4

# All compounds of this part (from the top)
no.	Molecule	PfHsp40 rescue	Y pestis TopoI	PrPC surface inh	BoNT-A LC inh2	Anthrax LF inh2	CCHF vOTU inh	TcdB inh	FadD28 binding	BoNT F protease
1	Cn1c(=O)c2c(nc(N3CCOCC3)n2C/C=C/c2ccccc2)n(C)c1=O	/	14	8	-0.1	5	-7	0.4	-3.5	3
2	C/C(=N\NC(=O)CNc1ccccc1)c1ccccc1	-0.8	-3	-2	-0.4	0	-10	-0.2	0.6	-4
3	CC1CCN(c2ccccc2NC(=O)c2ccc(C#N)cc2F)CC1	-1.3	12	5	-0.6	-8	4	-1.4	-2.4	1
4	CCN(C(=O)COC(=O)CNC(=O)c1cccc(C)c1)c1c(N)n(Cc2ccccc2)c(=O)[nH]c1=O	0.4	9	5	2.9	0	-1	-1.7	0.0	-1
5	O=C(Cc1ccccc1)N[C@@H](Cc1ccccc1)c1nc2ccccc2[nH]1	-0.8	5	11	-0.1	-9	-7	/	0.2	-6
6	O=C(NCCCc1ccccc1)Nc1ccccc1	0.7	-2	13	1.4	-2	-1	/	0.5	10
7	Cc1ccccc1NC(=O)COC(=O)CNC(=O)c1sc2ccccc2c1Cl	-1.1	30	8	-0.9	-1	1	3.9	-2.1	-14
8	CNS(=O)(=O)c1cc(N(C)S(=O)(=O)c2ccc(C)cc2)c(C)cc1C	-0.6	11	6	-0.1	-9	-11	0.3	0.4	4
9	CCn1c(=S)sc2c(=O)n(CC(=O)Nc3ccc(OC)c(Cl)c3)c(C)nc21	0.3	-9	-1	-0.7	-4	9	0.0	-0.1	-4
10	COC(=O)C(=Cc1ccc(OCc2ccc([N+](=O)[O-])cc2)c(OC)c1)C(=O)OC	0.7	-8	-1	-0.3	-5	4	/	-4.5	3
11	CC1CN(C(=O)c2cc3cc([N+](=O)[O-])ccc3oc2=O)CC(C)O1 (stereo not given)	1.1	-7	-13	-1.5	5	1	1.6	-2.4	1
12	CCOC(=O)c1c(NC(=O)Nc2ccc(F)cc2)sc2c1CCN(C)C2	-0.6	-24	-4	0.7	-8	-9	1.9	-2.7	?
13	Cc1ccc(NC(=O)CCc2ccccc2)cc1C	/	-2	-1	-0.1	-2	0	-0.5	-3.5	-12
14	CC(=O)c1cc(-c2ccccc2)n(CC(=O)N2CCCCC2)c1C	-0.2	2	4	-0.3	0	-6	/	-0.3	-1
15	COc1ccc(CN2CCN(S(=O)(=O)c3ccccc3)CC2)c(OC)c1	-0.4	0	-1	0.7	-11	3	/	-2.5	-9
16	CCN(CC)CCCNC(=O)c1ccc(CS(=O)(=O)c2ccccc2OC)o1	-2.4	-6	5	1.5	10	-11	1.7	1.0	18
17	Cc1ccc(NC(=O)CSc2nc(N)cc(=O)[nH]2)cc1S(=O)(=O)N1CCCCCC1	0.8	8	-6	0.8	4	23	0.5	6.0	5
18	CCCS(=O)(=O)NC(=O)C1(C)CCCN(C(=O)c2cc(F)ccc2C)C1 (stereo not given)	/	0	3	-0.1	1	20	0.2	0.8	-4
19	NC(=O)c1ccc[n+](CC(=O)c2ccc(NC(=O)c3ccccc3)cc2)c1	0.2	-6	-1	-0.9	26	-15	-0.8	-0.9	-27
20	C/C(=N\NC(=O)c1cccc(N/N=C(\C)c2ccccc2)c1)c1ccccc1	-1.0	-3	9	-0.1	-1	13	/	0.1	-10

no.	Molecule	PfHsp40 rescue	Y pestis TopoI	PrPC surface inh	BoNT-A LC inh2	Anthrax LF inh2	CCHF vOTU inh	TcdB inh	FadD28 binding	BoNT F protease
21	CCOc1ncccc1C(=O)OCC(=O)N(CC(C)C)c1c(N)n(Cc2ccccc2)c(=O)[nH]c1=O	-0.2	-7	-2	-3.2	1	-6	-0.2	-2.3	-13
22	C=C1SC(Nc2c(C)cccc2C)=NC12CCCCC2	-1.1	-5	11	/	/	-13	0.7	-1.4	/
23	CN1CCN(c2cc(-c3ccc4ccccc4c3)nc3ccnn23)CC1	/	-5	0	1.7	-108	-5	-0.8	-7.1	-133
24	O=C(Cc1ccc(Br)cc1)Nc1ccccc1N1CCCC1	1.8	-4	-1	1.4	4	8	1.6	-1.3	-5
25	Cc1ccc(CNCc2cccnc2)s1	-1.1	0	3	-0.2	-4	6	2.7	-1.1	-1
26	Cc1ccc(NC(=O)c2cc(C)nc3ccccc23)cc1	1.7	-5	2	-4.2	8	8	0.7	-3.3	28
27	O=C(/C=C/c1cc([N+](=O)[O-])ccc1OC(F)F)Nc1cccc([N+](=O)[O-])c1	0.4	-3	-4	-1.0	-11	-8	1.9	-0.5	8
28	CC1(c2nnc(Cc3ccccc3)o2)CC(c2cccc(F)c2)=NO1 (stereo not given)	-0.9	25	-5	-0.7	-2	11	1.1	-0.3	-13
29	COC(=O)c1sccc1NC(=O)Nc1cc(OC)ccc1OC	1.2	-2	3	0.0	-1	13	1.4	-1.8	-2
30	Cc1cc(Cl)ccc1OCC(=O)OC(C)C(=O)NC(N)=O (stereo not given)	-0.7	-3	-7	1.6	-12	-6	/	-0.2	13
31	CCCNC(=O)c1ccc(N2CCC3(CC2)CC(c2cccc(Br)c2)=NO3)c(NC(=O)c2ccccc2)c1	-0.2	7	-3	-0.5	-4	12	0.4	-2.3	-7
32	CCOC(=O)CC(=O)CSc1nc2ccccc2c(=O)n1-c1ccc(C(=O)N2CCOCC2)cc1	0.5	5	-8	0.1	0	-3	/	-0.7	0
33	O=C1CCC/C1=C/Nc1ccc2c(c1)OCO2	-0.9	-8	1	2.1	-8	3	/	-0.5	-9
34	O=C(Nc1ccnn1C1CCN(Cc2cccc(OCCO)c2)CC1)c1cccc(F)c1	1.0	9	-8	0.9	1	-7	-0.3	-1.9	-3
35	Cc1nc(NC(=O)CSc2nnnn2C)sc1C	-2.0	-3	3	0.8	0	-7	/	-1.8	4
36	CCOc1ccc(NC(=O)c2ccc(NC(=O)COC(=O)c3ccc(NC(=O)CC#N)cc3)cc2)cc1	1.5	1	6	0.5	-4	-1	-0.3	-2.9	4
37	N=c1c2c(n(Cc3ccc(F)cc3)c3c1CCC3)CCCC2	-0.5	-12	12	-0.5	2	10	-0.6	-0.9	-1
38	CC(C)C(=O)N(c1ccc2oc(=O)sc2c1)S(=O)(=O)c1cccs1	2.0	-11	7	0.1	0	0	/	-0.3	-19
39	O=C(c1cccs1)N1CCN(c2nc3ccccc3s2)CC1	-0.2	4	-4	0.1	-3	-4	0.3	0.1	4
40	N#CCCN(C(=O)CN1C(=O)NC2(CCCC2)C1=O)c1ccccc1F	0.2	9	0	-0.5	-5	2	/	1.2	-2

no.	Molecule	PfHsp40 rescue	Y pestis TopoI	PrPC surface inh	BoNT-A LC inh2	Anthrax LF inh2	CCHF vOTU inh	TcdB inh	FadD28 binding	BoNT F protease
41	Cc1[nH][nH]c(=O)c1C	0.5	-3	0	0.0	-14	-9	-1.2	-0.1	-4
42	CCOC(=O)CC(NC(=O)CCc1c(C)nc2nc(C)nn2c1C)c1ccc(C)cc1 (stereo not given)	1.1	-1	-8	-0.2	3	-5	1.6	-1.6	-2
43	COc1ccccc1CNC(=O)CCS(=O)(=O)Cc1ccc(C)cc1	-0.2	-1	-1	0.6	0	-6	0.6	-0.7	4
44	COc1cc(-c2nc(-c3ccccc3)c(-c3cccs3)[nH]2)cc(OC)c1OC	-0.2	3	23	-1.4	0	-21	/	-0.7	-4
45	CCOc1cccc(C(=O)Nc2cccnc2)c1	6.9	-1	2	-1.0	-7	-16	/	-0.6	-14
46	O=C(CC1(O)C(=O)Nc2ccc(Br)cc21)c1ccc2c(c1)OCO2 (stereo not given)	-1.1	2	-6	-0.3	-4	-1	/	-5.5	-7
47	CC(=O)NC(c1ccc(C(C)C)cc1)c1ccc2cccnc2c1O (stereo not given)	-1.5	12	26*	-1.9	-14	-1	1.0	-5.3	-23
48	C=CCSc1ncc(C#N)c(N)n1	-1.1	1	1	-2.2	-2	7	/	-4.4	-3
49	COC(=O)C1=C(N)Oc2cc(C)n(Cc3ccco3)c(=O)c2C1c1cccc(Cl)c1 (stereo not given)	1.4	2	-3	0.2	-4	-5	/	-6.4	-1
50	COC(=O)CCN(c1ccccc1)S(=O)(=O)c1cc(-c2cc(C)no2)ccc1C	-1.0	24	4	-0.1	2	3	0.0	-3.5	1
51	CC(C)CCNC(=O)C(=O)Nc1ccc2c(c1)N(S(=O)(=O)c1cccs1)CCC2	-1.2	17	15	3.6	1	2	2.4	-0.9	5
52	Cc1ccc(-c2cc(C(F)F)n3ncc(C(=O)N4CCN(c5ccccn5)CC4)c3n2)cc1	0.6	32	1	0.0	-2	0	1.6	-1.6	-4
53	O=c1c2ccccc2[nH]c(=S)n1CCc1ccccc1	-0.4	-3	6	0.1	1	0	0.0	-3.0	-5
54	COc1ccc(C2/C(=C(\O)c3ccc4c(c3)OCCO4)C(=O)C(=O)N2Cc2ccco2)c(OC)c1 (stereo not given)	7.8	-2	8	-0.7	-10	12	/	-3.4	6
55	Cc1cccc(NC(=O)CN(C)S(=O)(=O)c2cnc[nH]2)c1C	/	7	5	0.4	-4	-5	1.2	-2.5	0
56	COC(=O)/C=c1/s/c(=C(/C#N)C(=O)N2CCCCC2)n(-c2ccccc2)c1=O	-0.5	-4	-12	-0.6	-2	-25	/	-0.1	-2
57	Cc1nc(NN)nc(NCc2ccccc2)n1	-2.1	2	8	1.6	-11	15	-14	-4.3	?
58	CCOCCc1nnc(NC(=O)C2CC(=O)N(CCc3ccc(F)cc3)C2)s1 (stereo not given)	-0.6	5	8	1.7	-2	-13	-0.8	0.5	1
59	CCOC(=O)c1cnc(SCc2nc(N)nc(Nc3ccccc3)n2)nc1N	1.1	4	7	-0.4	0	11	/	0.0	3
60	Cc1ccc(C(=O)NC2(C(F)(F)F)N=C3SCCN3C2=O)cc1 (stereo not given)	-0.6	4	2	0.1	-1	-3	/	-0.4	-10

no.	Molecule	PfHsp40 rescue	Y pestis TopoI	PrPC surface inh	BoNT-A LC inh2	Anthrax LF inh2	CCHF vOTU inh	TcdB inh	FadD28 binding	BoNT F protease
61	Clc1ccc(-c2nnc(NCCN3CCCC3)c3ccccc23)cc1	0.8	-9	-7	0.9	1	18	1.0	/	-2
62	CC(C)OC(=O)CC1C(=O)NCCN1C(=S)NC(=O)CCc1ccccc1 (stereo not given)	-0.1	-1	1	0.2	1	0	1.1	-4.4	0
63	CCOC(=O)C1=C(CC)OC(N)=C(C#N)C1c1ccsc1 (stereo not given)	-0.4	-7	-2	-0.4	-2	-16	/	-0.5	5
64	COc1cc(C(=O)Nc2ccc(N(C)C)cc2)c([N+](=O)[O-])cc1OC	-0.9	-8	-25	0.6	-6	2	0.1	-1.9	-32
65	Nc1cc(C(F)(F)F)cc([N+](=O)[O-])c1N	0.7	-1	-19	0.2	-5	7	3.2	1.4	0
66	COc1ccc(/C=C/C2=CC(C)(C)NC(=S)N2)c(OC)c1	1.0	15	-3	-2.4	0	-13	0.3	-5.2	0
67	O=C(Cn1cc(Br)ccc1=O)Nc1ccc2c(c1)OCO2	-0.1	1	3	-1.0	5	-15	0.3	-0.6	-5
68	COC(C[C@@H]1O[C@H]1[C@@H](O)COCc1ccccc1)OC	0.5	3	0	-0.6	-5	-10	1.4	-4.9	0
69	COc1ccc2[nH]c(=O)c(-c3nnn(-c4ccccc4)n3)cc2c1	-1.3	8	-3	2.4	10	-21	1.5	-1.6	-7
70	CCOC(=O)Cn1nc(/C=C/c2ccccc2)ccc1=O	1.1	12	1	-0.9	2	-5	/	-1.0	-16
71	CC(=O)Nc1ccc(N(C(=O)c2cnccn2)C(C(=O)NC2CCCCC2)c2ccc(O)cc2)cc1 (stereo not given)	-0.7	3	-7	0.7	1	-13	/	-3.7	-5
72	CCO[C@@H]1OC(C(=O)N2CCCCCCC2)=C[C@H](c2ccc3c(c2)OCO3)[C@H]1CCCO	-0.9	6	-1	-0.1	-3	-1	0.8	-3.6	-3
73	CN1C=CC=C/C1=C1/SC(=S)N(Cc2ccccc2)C1=O	1.4	-11	-10	0.2	0	10	/	-0.7	0
